Screens as filed in PubChem.
SENP7 block: SENP7 protease inhibitors, primary screen, biochemical, luminescence, uHTS; Sentrin-specific protease 7 (Homo sapiens), Q9BQF6; 330,000 tested, 1.5% active; recombinant SENP7, Z-RLRGG-aminoluciferin luminescence, 40 min; inhibition, % at 5 µM;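 active = inhibition above about 50% at the single test dose, limit read from the data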;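 also: plate controls were DMSO with enzyme for no effect and no enzyme buffer wells for full effect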
Target sequence (Q9BQF6 706-1050 limits assumed): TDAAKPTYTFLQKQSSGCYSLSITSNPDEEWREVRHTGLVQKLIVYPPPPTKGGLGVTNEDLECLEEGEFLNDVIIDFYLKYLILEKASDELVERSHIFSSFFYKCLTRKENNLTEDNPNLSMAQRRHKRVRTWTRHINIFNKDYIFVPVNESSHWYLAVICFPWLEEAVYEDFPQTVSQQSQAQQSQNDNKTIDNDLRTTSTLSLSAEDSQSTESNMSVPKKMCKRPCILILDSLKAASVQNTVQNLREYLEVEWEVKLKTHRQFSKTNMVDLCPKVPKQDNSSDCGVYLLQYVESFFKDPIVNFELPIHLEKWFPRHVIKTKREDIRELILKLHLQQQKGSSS
UBC13 polyUb: UBC13 polyubiquitin chain formation inhibitors, primary screen, biochemical, TR-FRET, uHTS; 330,000 tested, 0.47% active; inhibition, % at 20 µM; in the data active = inhibition above about 45%, passing the limit was not always enough
SENP8 block-1: human SENP8 protease inhibitors, primary screen, biochemical, fluorescence, Nedd8 protein substrate, uHTS. Sentrin-specific protease 8 (Homo sapiens), Q96LD8. recombinant SENP8. inhibition, % at 20 µM. 360,000 tested, 0.64% active. AID 602440, 2012; in the data active = inhibition mostly above about 40%, no sharp cut-off; inactive = mostly below about 27%
Target sequence (Q96LD8 whole entry, looked up): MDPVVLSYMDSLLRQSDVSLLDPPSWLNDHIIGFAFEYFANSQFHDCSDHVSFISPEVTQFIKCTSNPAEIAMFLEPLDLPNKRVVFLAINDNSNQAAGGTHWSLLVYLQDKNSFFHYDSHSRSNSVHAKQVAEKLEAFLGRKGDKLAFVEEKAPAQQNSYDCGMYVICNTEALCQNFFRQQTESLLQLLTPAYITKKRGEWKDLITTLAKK
PfGluPho inh: PfG6PD enzyme inhibitors, primary screen, biochemical, fluorescence intensity, uHTS | inhibition, % at 20 µM | PfGluPho enzyme, NADPH resazurin-diaphorase fluorescence | 350,000 tested, 0.78% active;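 active = inhibition reaching at least a set limit at 20 µM in the primary screen, cut at about 59% in these data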;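 also: 0% = DMSO wells with substrate and 100% = DMSO wells lacking glucose-6-phosphate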
HKDC1 inh: HKDC1 hexokinase inhibitors, primary screen, biochemical, fluorescence, uHTS | Q2TB90 | recombinant HKDC1, G6PDH/diaphorase resazurin coupled fluorescence | inhibition, % at 20 µM | 340,000 tested, 0.16% active;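 active = inhibition above about 35% when tested at 20 µM, limit read from the data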;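 also: plate controls were DMSO wells with enzyme for no effect and DMSO wells lacking enzyme for full effect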
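Test system: Recombinant HKDC1 (HK5) hexokinase enzyme, produced in-house | Input: HKDC1 at 5 µg/mL | Buffer or medium: Tris pH 8.0 buffer with MgCl2, Tween-20, BSA, BME | Schedule: 90 min reaction incubation at room temperature, dark | Technique: Resazurin-to-resorufin fluorescence via G6PDH and diaphorase coupling, 525/613 nm | Controls: DMSO wells with and without enzyme mix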
SENP6 block: SENP6 protease inhibitors, primary screen, biochemical, luminescence, uHTS; Recombinant SENP6 catalytic domain, aminoluciferin luminescence; Sentrin-specific protease 6 (Homo sapiens), Q9GZR1; AID 2599, 2010; inhibition, % at 10 µM; 330,000 tested, 1.8% active;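 active = inhibition above about 50% at the single tested dose, limit read from the data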;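 also: plate controls were DMSO wells with enzyme for no effect and DMSO wells lacking enzyme for full effect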
Target sequence (Q9GZR1 628-1112 limits assumed): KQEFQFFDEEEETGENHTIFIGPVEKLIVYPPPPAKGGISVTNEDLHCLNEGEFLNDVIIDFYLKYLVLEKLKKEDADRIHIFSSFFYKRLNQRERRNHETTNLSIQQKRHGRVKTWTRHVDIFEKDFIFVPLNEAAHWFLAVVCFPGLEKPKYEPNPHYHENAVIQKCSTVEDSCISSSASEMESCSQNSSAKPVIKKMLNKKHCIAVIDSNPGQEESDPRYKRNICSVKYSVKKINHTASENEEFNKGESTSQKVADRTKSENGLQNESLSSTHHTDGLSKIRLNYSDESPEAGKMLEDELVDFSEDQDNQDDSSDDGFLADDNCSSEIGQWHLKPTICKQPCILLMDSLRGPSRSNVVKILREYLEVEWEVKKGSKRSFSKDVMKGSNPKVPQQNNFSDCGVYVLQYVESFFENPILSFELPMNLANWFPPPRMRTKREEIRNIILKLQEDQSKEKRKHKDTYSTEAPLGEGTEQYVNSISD
MIN6 prolif: inducers of MIN6 beta-cell proliferation, primary screen, ATP luminescence, uHTS; MIN6 cells proliferation, ATPlite luminescence, 48 h; cells starved in 0.2% serum; 100% = growth in 10% serum; proliferation, % at 10 µM; 330,000 tested, 0.29% active;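 active = compounds whose signal lies at least 3.5 SD above the mean of all wells on their plate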;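 also: 0% = DMSO-treated cells in low-serum medium and 100% = 10% serum control; some compounds called inactive have numbers as strong as hits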
SENP1 FRET inh: human SENP1 catalytic domain inhibitors, primary screen, biochemical, FRET, uHTS. 360,000 tested, 0.21% active. recombinant SENP1 catalytic domain, CyPet-SUMO1-YPet FRET cleavage. Sentrin-specific protease 1 (Homo sapiens), Q9P0U3. inhibition, % at 10 µM;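 active = inhibition at least 30% at 10 µM, raw YFP signal under a set limit, fluorescence ratio 0.5 to 1.5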;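 also: 0% = enzyme with DMSO and 100% = no enzyme wells; some results filed as inactive read as strong as hits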
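Test system: hSENP1 catalytic domain, recombinant; Amount: 20 pM final SENP1 enzyme; Medium: Tris pH 8 buffer plus EDTA, NaCl, BME, BSA, NP40, catalase; Schedule: 50 min enzyme reaction, room temperature, light-protected; Technique: FRET fluorescence in CFP and YFP emission channels; Controls: no-enzyme wells low, DMSO-plus-enzyme wells high control.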
SENP8 block-2: SENP8 protease inhibitors, primary screen, biochemical, luminescence; AID 2540, 2010; Sentrin-specific protease 8 (Homo sapiens), Q96LD8; purified SENP8, Z-RLRGG-aminoluciferin cleavage; inhibition, % at 10 µM; 330,000 tested, 1.2% active; in the data active = inhibition above about 50%
* marks the source's active call; other numbers are inactive results; i = inactive; . = no result given.

(1) CC(C)CNC(=O)c1nn(Cc2ccccc2)c(=O)c2ccccc12
(2) CSC1=NC2(CCCCC2)C2=C(CCCC2)N1
(3) O=C(/C=C/c1cccnc1)c1ccc([N+](=O)[O-])cc1
(4) O=C(COc1ccc(Br)cc1Cl)NC(=O)Nc1ccc2c(c1)OCCO2
(5) COc1ccc(C)cc1NC(=O)CSc1nc2ccccc2nc1N1CCCCC1
(6) Cc1cc(Nc2cccc(Cl)c2)nc(NCc2ccccc2)n1
(7) Oc1ccc(N2CCN(c3ncnc4sc5c(c34)CCC5)CC2)cc1
(8) C=CCN1C(=O)C2(OCCCO2)c2cc(Cl)ccc21

screen / no.,1,2,3,4,5,6,7,8
SENP7 block,-3,-4,2,-5,-5,-4,4,-5
UBC13 polyUb,8,4,4,5,14,49*,12,2
SENP8 block-1,20,14,9,14,-118,3,6,4
PfGluPho inh,-21,15,28,-5,14,49,62*,-2
HKDC1 inh,1,-8,1,1,2,-4,6,-2
SENP6 block,-26,-22,5,-11,11,-14,-9,-5
MIN6 prolif,1,-1,-3,-2,-5,-6,-4,-3
SENP1 FRET inh,-3,1,0,0,-7,-1,-1,-1
SENP8 block-2,-9,1,0,-1,3,-14,1,2

Part of the list above, tab-delimited:
No.	molecule	SENP7 block	UBC13 polyUb	SENP8 block-1	PfGluPho inh	HKDC1 inh	SENP6 block	MIN6 prolif	SENP1 FRET inh	SENP8 block-2
5	COc1ccc(C)cc1NC(=O)CSc1nc2ccccc2nc1N1CCCCC1	-5	14	-118	14	2	11	-5	-7	3
3	O=C(/C=C/c1cccnc1)c1ccc([N+](=O)[O-])cc1	2	4	9	28	1	5	-3	0	0
8	C=CCN1C(=O)C2(OCCCO2)c2cc(Cl)ccc21	-5	2	4	-2	-2	-5	-3	-1	2
4	O=C(COc1ccc(Br)cc1Cl)NC(=O)Nc1ccc2c(c1)OCCO2	-5	5	14	-5	1	-11	-2	0	-1

Next part:
(9) CC(=O)C1=C(C)N(Cc2ccccc2)C(=O)N[C@H]1c1cccc(C(F)(F)F)c1
(10) Cc1cc(C)n2nc(C(=O)OCC(=O)N(CCC#N)c3ccc(F)cc3)nc2n1
(11) CCCCCC(=O)NC(NC(=S)N1CCOCC1)C(Cl)(Cl)Cl (stereo not given)
(12) COc1ccc(C(CNC(=O)c2ccc(Cl)s2)N2CCOCC2)cc1 (stereo not given)
(13) O=C(CCNS(=O)(=O)c1ccc(Br)cc1)NCc1ccc2c(c1)OCO2
(14) O=C(COC(=O)c1ccccc1NS(=O)(=O)c1cccs1)NC1CCCCC1
(15) O=C(CCc1ccccc1)N1CCN(c2ccc(Cl)cc2)CC1
(16) CCN(CC)C(=S)SCC(=O)Nc1ncc2c(n1)CCCC2=O

screen / no.,9,10,11,12,13,14,15,16
SENP7 block,8,12,-2,7,-7,-16,-7,12
UBC13 polyUb,-7,-3,2,-7,-2,-7,-5,-18
SENP8 block-1,2,11,21,-3,11,-23,6,30
PfGluPho inh,-8,-5,-6,7,-4,26,15,-8
HKDC1 inh,-1,-7,-4,-5,-10,-11,-7,-8
SENP6 block,-13,-1,-6,-11,21,-7,-26,-10
MIN6 prolif,-4,0,0,2,-2,0,-5,-3
SENP1 FRET inh,-4,2,-1,-3,2,-1,0,1
SENP8 block-2,-11,-18,-4,10,0,-15,-11,-13

(17) CCOC(=O)CSc1nc2c(sc(=S)n2-c2ccccc2)c(=O)[nH]1
(18) O=C(NCCc1ccco1)c1cc(COc2cccc(C(F)(F)F)c2)on1
(19) Cc1ccc(C)c(-n2c(SCC(=O)Nc3nnc(C)s3)nnc2-c2ccoc2C)c1
(20) Cc1ccc(NC(=O)c2ccc(S(=O)(=O)NCc3ccco3)cc2)cc1
(21) COc1ccccc1Nc1nnc(SCC(=O)NC2CC2)s1
(22) COc1cccc(CCNC(=O)c2cccc(NC(=O)C3=C(C)OCCS3)c2)c1
(23) O=C(Nc1ccccc1)N(CCCN1CCOCC1)Cc1ccccc1F
(24) Cc1ccccc1/C=C1\SC(=S)N(/N=C/c2cc([N+](=O)[O-])ccc2O)C1=O

screen / no.,17,18,19,20,21,22,23,24
SENP7 block,-2,4,-2,-8,-3,-6,1,-9
UBC13 polyUb,-1,-3,-2,-2,3,0,4,-32
SENP8 block-1,8,4,8,12,8,8,12,25
PfGluPho inh,-18,25,-6,3,10,-9,-3,-28
HKDC1 inh,-2,5,-2,2,-1,-2,-5,-15
SENP6 block,-2,-10,-3,-11,13,-12,-13,2
MIN6 prolif,-1,-2,0,-2,-3,2,-4,-6
SENP1 FRET inh,0,-3,4,0,1,0,2,-5
SENP8 block-2,9,-3,-7,-13,6,-8,-4,4

(25) O=[N+]([O-])c1ccc(Nc2ccccc2)nc1
(26) Cc1cc(C)c2[nH]c(=O)c(C(c3nnnn3Cc3ccc4c(c3)OCO4)N3CCCCC3)cc2c1 (stereo not given)
(27) COc1cccc(C(=O)NCCS(=O)(=O)N2CCC3(CC2)OCCO3)c1
(28) Nc1c(C(=O)Nc2nc3ccccc3s2)sc2nc(-c3cccs3)ccc12
(29) COc1ccc(/C=C/C(=O)Oc2ccc(/C=N/NC(=O)COc3c(C)cccc3C)cc2)cc1
(30) CC[C@]12c3[nH]c4cc(-c5ccco5)ccc4c3CCN1C(=O)[C@@H](CC(=O)NCCCOC)C[C@@H]2C(=O)N1CCN(C(=O)c2ccco2)CC1
(31) CCOC(=O)C1=C(C)NC(=O)NC1c1cccs1 (stereo not given)
(32) COC(=O)CSC1=C(C#N)C(c2cccc(OC)c2)CC(=O)N1 (stereo not given)

screen / no.,25,26,27,28,29,30,31,32
SENP7 block,-11,2,-5,12,-1,0,6,-12
UBC13 polyUb,-19,2,4,-12,-10,.,7,1
SENP8 block-1,12,-50,23,-268,14,-367,16,4
PfGluPho inh,4,23,-2,-23,.,9,5,12
HKDC1 inh,-7,4,-2,3,.,1,-3,-2
SENP6 block,-24,-13,-7,28,10,.,-7,6
MIN6 prolif,-1,-1,0,-6,-3,.,-2,-1
SENP1 FRET inh,-15,-2,0,-27,-4,-15,3,-4
SENP8 block-2,-8,2,5,9,-5,.,-1,-2

Four structures from above, arranged by SMILES length, ascending:
(25) O=[N+]([O-])c1ccc(Nc2ccccc2)nc1
(28) Nc1c(C(=O)Nc2nc3ccccc3s2)sc2nc(-c3cccs3)ccc12
(29) COc1ccc(/C=C/C(=O)Oc2ccc(/C=N/NC(=O)COc3c(C)cccc3C)cc2)cc1
(30) CC[C@]12c3[nH]c4cc(-c5ccco5)ccc4c3CCN1C(=O)[C@@H](CC(=O)NCCCOC)C[C@@H]2C(=O)N1CCN(C(=O)c2ccco2)CC1

screen / no.,25,28,29,30
SENP7 block,-11,12,-1,0
UBC13 polyUb,-19,-12,-10,.
SENP8 block-1,12,-268,14,-367
PfGluPho inh,4,-23,.,9
HKDC1 inh,-7,3,.,1
SENP6 block,-24,28,10,.
MIN6 prolif,-1,-6,-3,.
SENP1 FRET inh,-15,-27,-4,-15
SENP8 block-2,-8,9,-5,.

More entries.
(33) COc1ccc(OC)c2sc(N3CCN(c4ccccc4)CC3)nc12
(34) COc1ccc(C(C(=O)NCC2CCCO2)N(C(=O)CNC(=O)c2cccs2)c2ccccc2C)cc1OC (stereo not given)
(35) Cc1cc2ncc(S(=O)(=O)c3ccccc3)c(N)n2n1
(36) CC1CN(C(=S)c2cccc([N+](=O)[O-])c2)CC(C)O1 (stereo not given)
(37) O=C(Nc1ccccn1)c1cccc(S(=O)(=O)N2CCCCC2)c1
(38) O=C(CNC(=O)c1ccc(Br)o1)Nc1ccc(F)c(S(=O)(=O)N2CCOCC2)c1
(39) Cc1cc(S(=O)(=O)N2CCCC2)ccc1OCC(=O)Nc1ccc(C(N)=O)cc1
(40) Cn1c(=O)[nH]c(=O)c2c1ncn2CCN1CCCCC1

screen / no.,33,34,35,36,37,38,39,40
SENP7 block,5,4,6,3,-11,-7,-5,-1
UBC13 polyUb,-1,-1,-5,-2,-10,-4,-4,7
SENP8 block-1,28,-7,0,8,15,-16,7,26
PfGluPho inh,12,6,-4,45,-9,13,9,-17
HKDC1 inh,3,-4,-5,-8,-2,2,0,-10
SENP6 block,13,-6,3,19,-2,-7,3,5
MIN6 prolif,-2,1,-3,-2,0,3,-3,-3
SENP1 FRET inh,1,0,0,0,-1,-22,3,2
SENP8 block-2,-4,-5,-4,8,-9,-8,-12,-3

(41) CCOc1ccc(N2C(=O)CC(NC3CCN(C(=O)c4cccc(Cl)c4)CC3)C2=O)cc1 (stereo not given)
(42) CCOC(=O)c1cccc(NC(=O)CCc2nc(-c3ccccc3F)no2)c1
(43) CCc1cc2c(=O)c(-c3nc4ccccc4n3C)coc2c(CN2CCCC(C)C2)c1O (stereo not given)
(44) CC(OC(=O)c1cc2c(s1)CCCCC2)C(=O)NC(N)=O (stereo not given)
(45) COc1ccc(C(=O)NCC(=O)N2CCN(c3ccccc3)CC2)cc1
(46) CCCc1nc(C)c(-c2ccc(OC)c(OC)c2)c(=O)[nH]1
(47) COc1cc(CNC(C)C)ccc1OCC(=O)Nc1cccc2ccccc12
(48) COc1cc(-c2nnc(COC(=O)c3cccn3C)o2)cc(OC)c1OC

screen / no.,41,42,43,44,45,46,47,48
SENP7 block,-2,-4,6,3,-2,-2,5,-2
UBC13 polyUb,-13,3,8,2,5,-1,7,-8
SENP8 block-1,-2,21,-239,22,15,10,3,-27
PfGluPho inh,-2,-2,-2,-9,3,10,-4,-13
HKDC1 inh,-5,0,0,1,-6,-3,-3,-2
SENP6 block,1,-1,-26,-6,-7,-3,2,-5
MIN6 prolif,-2,0,-2,1,-2,-4,-2,0
SENP1 FRET inh,-1,0,-14,1,2,1,-1,-4
SENP8 block-2,12,3,-1,1,5,-4,-1,-1

(49) COc1ccccc1C(=O)N1CCN(Cc2c[nH]c3ccccc23)CC1
(50) Cc1ccc(NC(=O)CSc2nc(C)c(Cc3ccccc3)c(=O)[nH]2)cc1
(51) O=C(Nc1cccnc1)C1CC(c2ccc(Cl)c(Cl)c2)=NO1 (stereo not given)
(52) COC(=O)c1ccc(CN2C(=O)c3ccccc3S2(=O)=O)cc1
(53) Cc1ccc(S(=O)(=O)N2CCC(C(=O)N3CCc4ccccc43)CC2)cc1C
(54) CCOC(=O)c1ccc(-c2ccc3[nH]c4ccccc4c(=O)c3c2)cc1F
(55) CCOCCCNC(=O)C1CCN(S(=O)(=O)N2CCCCC2)CC1
(56) CCn1nc(NC(C)=O)c2cc3cccc(C)c3nc21

screen / no.,49,50,51,52,53,54,55,56
SENP7 block,0,9,0,-7,-10,-5,-3,4
UBC13 polyUb,2,-3,2,15,-1,-30,18,13
SENP8 block-1,10,8,8,11,3,i,4,-292
PfGluPho inh,17,-11,-7,-17,-5,7,-8,14
HKDC1 inh,-2,-6,-2,-11,1,0,-5,0
SENP6 block,1,-7,3,1,5,2,-7,5
MIN6 prolif,-3,0,-3,0,-7,-7,-2,-1
SENP1 FRET inh,0,1,3,2,-2,-23,2,-25
SENP8 block-2,-1,-3,-3,-4,-3,7,-2,-1
